# Source: PubChem BioAssay (several laboratories)
# STK33 inh – blocks human STK33 kinase activity. Q9BYT3. purified STK33, MBP phosphorylation, ADP-Glo luminescence. inhibition, % at 10 µM. actives 0.073% (n = 320,000);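 active = inhibition at or above 25%, using the most active replicate where run in duplicate; inactive = inhibition below 25%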
# Target sequence (Q9BYT3 whole entry, looked up): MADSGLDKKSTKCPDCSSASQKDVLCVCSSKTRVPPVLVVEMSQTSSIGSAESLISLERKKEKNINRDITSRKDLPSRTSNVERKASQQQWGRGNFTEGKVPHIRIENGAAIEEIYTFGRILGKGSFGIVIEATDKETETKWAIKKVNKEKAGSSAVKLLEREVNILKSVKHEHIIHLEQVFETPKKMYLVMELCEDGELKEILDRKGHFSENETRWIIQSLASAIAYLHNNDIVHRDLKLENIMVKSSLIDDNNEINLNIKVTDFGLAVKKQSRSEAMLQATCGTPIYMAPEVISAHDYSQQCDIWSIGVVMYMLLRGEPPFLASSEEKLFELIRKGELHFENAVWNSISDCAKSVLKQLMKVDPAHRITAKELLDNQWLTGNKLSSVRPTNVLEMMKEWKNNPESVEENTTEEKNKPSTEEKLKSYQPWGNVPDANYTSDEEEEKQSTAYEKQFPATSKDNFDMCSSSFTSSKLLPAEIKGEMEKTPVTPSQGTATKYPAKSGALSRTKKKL
# OX1R antag-1 – blocks the human orexin 1 receptor. inhibition, % at 6.6 µM. AID 485270. O43613. actives 1.8% (n = 330,000). OX1R-expressing cells, FRET antagonist read-out; in the data active = inhibition mostly above about 38%, no sharp cut-off; inactive = mostly below about 40%;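 also: 0% = agonist challenge alone and 100% = reference antagonist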
# Target sequence (O43613 whole entry, looked up): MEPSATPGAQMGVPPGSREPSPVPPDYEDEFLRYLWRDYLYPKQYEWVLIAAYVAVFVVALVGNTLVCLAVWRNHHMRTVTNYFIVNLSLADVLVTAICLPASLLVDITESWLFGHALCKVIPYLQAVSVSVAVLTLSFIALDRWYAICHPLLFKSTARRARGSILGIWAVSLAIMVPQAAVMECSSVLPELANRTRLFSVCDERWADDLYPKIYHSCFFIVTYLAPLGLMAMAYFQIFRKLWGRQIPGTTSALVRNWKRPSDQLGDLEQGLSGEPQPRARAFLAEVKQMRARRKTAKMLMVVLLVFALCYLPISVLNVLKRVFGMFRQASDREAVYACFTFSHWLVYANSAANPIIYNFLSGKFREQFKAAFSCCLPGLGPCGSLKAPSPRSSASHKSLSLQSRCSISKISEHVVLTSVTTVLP
# OX1R antag-2 – human HCRTR1 antagonism; O43613; CHO/OX1R cells, Fluo-8 calcium fluorescence, orexin A; inhibition, % at 5 µM; actives 0.43% (n = 330,000); AID 434989;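 active = inhibition above its plate's threshold, mean inhibition of all tested compounds on the plate plus 3 SD, cut at about 37% in these data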;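 also: 0% = orexin A challenge wells and 100% = SB-334867-A antagonist wells; not every result past the cut was called active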
# Starred values were filed as active, the others as inactive; . = no result given.
nr	Molecule	OX1R antag-2	OX1R antag-1	STK33 inh
1	CCN(CC)C(=O)CCS(=O)(=O)c1cccc2nonc12	3	66	0.0
2	CSc1oc(-c2ccccc2)nc1C(N)=O	-3	23	-0.2
3	Cc1ccc(C(=O)Nc2cccc(C(=O)N3CCOCC3)c2)cc1	-8	2	-0.6
4	CCCc1cc(C(=O)Nc2ccc(C(C)=O)cc2)no1	-12	12	0.1
5	O=S(=O)(c1ccccc1)c1nc(-c2ccco2)oc1NCCCn1ccnc1	-30	12	0.5
6	Cc1ccc(NS(=O)(=O)c2ccc(Cl)c(N=Nc3c(O)[nH]c(=O)[nH]c3=O)c2)cc1Cl	-39	4	-1.5
7	COc1ccccc1C1CCN(C(=O)c2cnn(-c3ccccc3)c2C)CC1	-22	5	-0.1
8	CSc1ncccc1C(=O)NC1CCCc2c1cnn2-c1ccc(C)c(C)c1 (configuration not stated)	-24	12	-0.8
9	COC(=O)c1cc2occc2n1CC(=O)Nc1ccc(C)cc1C	-27	9	0.8
10	CCCn1c(N)c(N(CCOC)C(=O)c2cc(S(=O)(=O)N3CCCCCC3)ccc2OC)c(=O)[nH]c1=O	-16	0	0.7
11	O=C(Nc1ccccc1)c1ccc(S(=O)(=O)NCC2CCCO2)cc1 (configuration not stated)	14	10	0.3
12	COC(=O)c1sccc1NC(=O)c1ccccc1C(=O)O	-2	11	-0.3
13	CCN(CC)CCCNC(=O)CNC(=O)c1nn(-c2ccc(OC)cc2)c(=O)c2ccccc12	-2	29	-0.3
14	Cc1ccc(CNC(=O)c2ccc(N3CCC4(CC3)CC(c3ccccc3)=NO4)c(NC(=O)c3ccc(Br)cc3)c2)cc1	-20	15	5.5
15	O=C1CN(C(=O)CSc2nnc(-c3ccccc3)n2Cc2ccc3c(c2)OCO3)c2ccccc2N1	-58	24	-1.4
16	CC(=O)Nc1ccc(NC(=O)CCCc2ccccc2)cc1	-3	8	-2.5
17	O=C(NC1CCSC1=O)c1ccccc1 (configuration not stated)	-15	10	-2.0
18	CC(N)(C(=O)O)c1cccc(OCc2cccc(Cl)c2)c1 (configuration not stated)	1	8	-2.6
19	Cc1nc2ccccc2nc(C)c1=NO	-26	18	1.0
20	Cc1nc(NC(=O)COC(=O)/C=C/c2ccco2)c(Cl)cc1Cl	-9	3	-1.9
21	O=C(CN1CCOc2ccccc21)NC1CCN(Cc2ccccc2)CC1	-19	26	-0.6
22	C=CCSc1nnc(NC(=O)COc2ccccc2)s1	-2	3	-2.0
23	CCCS(=O)(=O)N1CCCC(C(=O)NCCN(CC)c2ccccc2)C1 (configuration not stated)	-14	0	0.1
24	CCOc1ccccc1NC(=O)NNC(=O)c1ccc2ccccc2c1	0	8	-0.3
25	COc1ccc(C(=O)COC(=O)Cn2[nH]c(=O)c3ccccc3c2=O)c(OC)c1	-22	18	-0.4
26	Cc1cc(C)n(C(=O)c2ccc(NC(=O)C3CC3)cc2)n1	-9	11	0.3
27	CC(C)C(OC(=O)CCC(=O)Nc1nccs1)C(=O)NC1CCCCC1 (configuration not stated)	-29	12	-2.4
28	CCc1nnc(NC(=O)C2CCCN2S(=O)(=O)c2ccccc2)s1 (configuration not stated)	-18	21	-0.6
29	Cc1ccc(C)c2nc(Cl)c(C#N)cc12	-16	8	0.4
30	CCn1cc(CNC(=O)c2ccc(Cl)c([N+](=O)[O-])c2)c(C)n1	-15	23	-2.2
31	CS(=O)(=O)c1ncc(Cl)c(C(=O)Nc2ccc(OC(F)F)cc2)n1	14	53*	-2.8
32	COc1ccc(/C=N/Nc2ncc(Br)cn2)c(OC)c1	-23	8	0.3
33	COC(=O)c1cn(NC(=O)Cc2ccc(Cl)cc2)c(=O)c2ccccc12	-26	22	-0.4
34	Cc1cc(NC(=O)COC(=O)c2cccc(S(=O)(=O)N(C)C3CCCCC3)c2)no1	-34	12	-1.2
35	CC(=O)c1ccc(N(C(=O)CNC(=O)c2ccco2)C(C(=O)NCC2CCCO2)c2ccccc2)cc1 (configuration not stated)	-9	7	0.7
36	COc1ccc(C(=O)NC(=S)Nc2ccccc2N2CCN(S(C)(=O)=O)CC2)cc1OC	-13	3	-0.3
37	CCc1ccc(-n2c(=S)sc3c(=O)n(-c4ccccc4OC)c(=S)[nH]c32)cc1	3	-1	-0.2
38	O=C(c1c[nH]c(=O)n(-c2ccccc2)c1=O)N1CCc2ccccc21	-10	5	-1.1
39	FC(F)Sc1ccc(Nc2ncnc3nc[nH]c23)cc1	-6	4	-0.1
40	CC[C@H](C)[C@H](NC(=O)c1ccccc1)C(=O)Nc1ccc(S(=O)(=O)Nc2cc(C)nc(C)n2)cc1	-7	5	-1.2

# Single records, from the list above:
# Listed for CCc1ccc(-n2c(=S)sc3c(=O)n(-c4ccccc4OC)c(=S)[nH]c32)cc1 → OX1R antag-2 = 3; OX1R antag-1 = -1; STK33 inh = -0.2
# Listed for CC(=O)c1ccc(N(C(=O)CNC(=O)c2ccco2)C(C(=O)NCC2CCCO2)c2ccccc2)cc1 (configuration not stated) → OX1R antag-2 = -9; OX1R antag-1 = 7; STK33 inh = 0.7
# Listed for COc1ccc(C(=O)NC(=S)Nc2ccccc2N2CCN(S(C)(=O)=O)CC2)cc1OC → OX1R antag-2 = -13; OX1R antag-1 = 3; STK33 inh = -0.3

# Later entries
nr	Molecule	OX1R antag-2	OX1R antag-1	STK33 inh
41	O=C(CCNS(=O)(=O)c1cccc(C(F)(F)F)c1)NCc1ccco1	8	-2	0.0
42	CN(c1ccccc1)S(=O)(=O)c1ccc(C(=O)NCc2cccs2)cc1	-14	1	-1.2
43	Cc1ccc(S(=O)(=O)N2CCOCC2)cc1NC(=O)c1cc2c(s1)CCC2	-5	17	-1.8
44	Nc1ccc(S(=O)(=O)Nc2nccs2)cc1	-19	10	.
45	CCn1c(N2CCN(S(=O)(=O)c3ccccc3C(F)(F)F)CC2)nc2ccccc21	-12	17	0.0
46	CCOc1ccc(CCNS(=O)(=O)c2ccc3c(c2)NC(=O)CO3)cc1OCC	-7	12	-0.2
47	Cc1cc(C)n(-c2cc(O)c(-n3nc(C)cc3C)cc2O)n1	1	7	-1.0
48	Cn1cc(S(=O)(=O)NCc2cccs2)c(=O)n(C)c1=O	-7	1	0.2
49	Cc1ccc(NC(=O)CSc2ncnc3ccccc23)cc1S(=O)(=O)N1CCOCC1	-9	18	0.5
50	CCOC(=O)N1CCN(c2ccc(S(=O)(=O)N3CCOCC3)cc2[N+](=O)[O-])CC1	-23	28	-1.2
51	COc1ccc(C(CNC(=O)c2cc3ccccc3o2)N2CCCC2)cc1 (configuration not stated)	-20	3	0.2
52	COc1cc(N(C)C)c([N+](=O)[O-])cc1C(=O)N1CCOCC1	-10	19	-0.6
53	CCN(CC)CCNS(=O)(=O)c1ccc(OC)c(Br)c1	-12	8	-0.2
54	CN(CCc1ccccn1)C(=O)CCC1CCCN(C(=O)c2c(F)ccc(F)c2F)C1 (configuration not stated)	-7	-4	-0.6
55	Cc1ccccc1C(=O)Nc1c(C)[nH]c(=O)[nH]c1=O	9	-10	-1.1
56	COc1ccc(NC(=O)CN(C)C(=O)CCc2ccccc2)cc1	-12	19	-0.3
57	O=S(=O)(NCc1ccccn1)c1ccc(Cl)s1	-10	6	0.6
58	Cc1cc(C(=O)Nc2c(C)n(C)n(-c3ccccc3)c2=O)cs1	0	9	0.1
59	Cc1ccccc1NC(=O)c1csc2c1CCCC2	-26	14	-0.2
60	O=C(CSCc1ccc([N+](=O)[O-])cc1)N/N=C/c1cccnc1	5	32	0.5
61	CCCCn1c(N)c(N(CC(C)C)C(=O)c2cc(C)oc2C)c(=O)[nH]c1=O	8	0	-1.4
62	COc1cc(S(=O)(=O)N2CCCCCC2)ccc1-n1cnnn1	-19	-4	0.2
63	CN(Cc1ccccc1)C(=O)c1cccnc1	-1	5	-1.1
64	CC(C)c1ccc(-c2c(NCCc3ccccc3)c(=O)c2=O)cc1	-4	4	-2.2

# Rewritten in transposed form: 2 of the compounds above
(59) Cc1ccccc1NC(=O)c1csc2c1CCCC2
(60) O=C(CSCc1ccc([N+](=O)[O-])cc1)N/N=C/c1cccnc1
Assay by compound | 59 | 60
OX1R antag-2 | -26 | 5
OX1R antag-1 | 14 | 32
STK33 inh | -0.2 | 0.5

# Next part
nr	Molecule	OX1R antag-2	OX1R antag-1	STK33 inh
65	COc1cc2sc3cc(NCc4ccc5c(c4)OCO5)ccc3c(=O)c2cc1OC	1	50*	1.8
66	COc1ccc(-c2cnc(N)nc2-c2ccc(OC)cc2)cc1	-23	15	1.4
67	CC1CCCC(C)N1S(=O)(=O)c1ccc(S(=O)(=O)NCCc2ccncc2)cc1 (configuration not stated)	-13	7	-1.1
68	Cc1c(NC(=O)C(=O)/C=C(\O)c2ccc(Br)cc2)c(=O)n(-c2ccccc2)n1C	-33	7	0.7
69	COC(=O)c1ccc(Nc2nnc(-c3ccc(C)c(S(=O)(=O)NCC4CCCO4)c3)c3ccccc23)cc1 (configuration not stated)	-30	20	-2.2
70	CCc1c(C)nc2ncnn2c1NCCc1ccc(Cl)cc1	24	49	-2.2
71	Cc1ccc(NC(=O)Cn2nnc3ccccc3c2=O)cc1	-11	10	-0.9
72	Cc1cc(C)n2nc(CNS(=O)(=O)c3ccc([N+](=O)[O-])cc3)nc2n1	5	51*	-1.4
73	COc1ccc(CC(NC(C)=O)C(=O)N2CCN(C(=O)Nc3cccc(F)c3)CC2)cc1OC (configuration not stated)	3	0	-1.3
74	C#Cc1ccc([C@@H]2C=C(C(=O)N3CCN(Cc4ccc5c(c4)OCO5)CC3)O[C@H](OCCCCO)C2)cc1	-20	5	-0.2
75	O=C(OCCN1C(=O)c2ccccc2C1=O)c1cccs1	6	9	-0.6
76	CC1CN(/C=C/C=O)C(C)CC1OC(=O)c1ccccc1 (configuration not stated)	5	-1	-0.8
77	CCC/C=N/NC(=O)c1[nH]c2c([N+](=O)[O-])cccc2c1C	-1	13	-1.3
78	Oc1ccc(N=Nc2c(O)ccc3ccccc23)cc1	3	9	3.5
79	CCC(=O)N1CCc2cc(S(=O)(=O)NCCC(=O)N3CCN(c4cccc(OC)c4)CC3)ccc21	-4	33	-0.4
80	CCSc1nnc(Cn2c(=O)sc3ccccc32)n1-c1ccccc1C	-10	8	-0.4
81	Cc1cc2ccccc2nc1SCC(=O)N1c2ccccc2CC1C (configuration not stated)	-30	9	-2.2
82	Nc1nc2ccccc2nc1N1CCCC1	1	6	1.5
83	CCC(C(=O)OC)n1cnc2c(nnn2-c2ccccc2)c1=O (configuration not stated)	-22	7	-0.4
84	CN1CCN(c2ccc(NC(=O)CN3CCOCC3)cc2F)CC1	4	6	.
85	O=C(COc1ccccc1Cl)N1N=C(c2cccs2)CC1c1ccco1 (configuration not stated)	27	6	-0.7
86	O=C(NCc1ccccn1)Nc1cc(Cl)cc(Cl)c1	3	8	1.3
87	CCc1ccc(-c2n[nH]c(=O)c3ccccc23)cc1	-20	-6	-1.6
88	CCCCn1c(SCC2CCCO2)nc2cc(S(N)(=O)=O)ccc21 (configuration not stated)	-13	23	0.3
89	CC(CC(=O)Nc1ccncc1)c1ccccc1 (configuration not stated)	-2	13	-1.2
90	COc1ccc(CCNC(=O)CCN2C(=O)C3CC=CCC3C2=O)cc1OC (configuration not stated)	-10	18	8.5
91	CCOC(=O)c1c(C)[nH]c(C(=O)OCC(=O)NCCc2ccc(OCC)c(OCC)c2)c1C	-38	19	0.9
92	CCCNc1nc2c(c(=O)n(C)c(=O)n2C)n1Cc1cccc(C)c1	2	15	-0.3
93	Cc1cc(NC(=O)COC(=O)CCNS(=O)(=O)c2ccccc2)n(-c2ccccc2)n1	-8	5	0.4
94	COC(=O)c1ccc(C2/C(=C(\O)c3cccc(OC)c3)C(=O)C(=O)N2CCCN(C)C)cc1 (configuration not stated)	-7	12	-0.3
95	CCCCN(C(=O)CN1CC(C)OC(C)C1)c1c(N)n(CC(C)C)c(=O)[nH]c1=O (configuration not stated)	2	1	-0.4
96	COc1cccc(CC2(CO)CCCN(Cc3ccc(CO)o3)C2)c1 (configuration not stated)	-19	22	-0.8
97	COc1ccc(/C=C/C(=O)NC(=S)Nc2cc([N+](=O)[O-])ccc2O)cc1OC	-6	60*	3.3
98	COc1ccc(S(=O)(=O)N2CCOCC2)cc1NC(=O)CSc1nnc(C2CC2)n1C	-6	-1	-3.7
99	O=C(CC1OC(=O)c2ccccc21)Nc1ccccc1N1CCOCC1 (configuration not stated)	-19	-1	-1.8
100	Cc1ccccc1CN1C(=O)CSc2ccc(C(=O)N3CCOCC3)cc21	-10	-1	0.3
101	CC(C)Oc1ccc(C(=O)NCCCNC(=O)c2ccccn2)cc1	-9	21	-2.1
102	O=c1c2cc(N3CCOCC3)ccc2[nH]c(=S)n1CCCN1CCCCCC1	-21	14	3.4
103	Cc1ccc(C(=O)OC(C)C(=O)NC2CCCCC2C)cc1S(=O)(=O)N1CCCCC1 (configuration not stated)	-11	22	-1.1
104	CCC(=O)Nc1ccc2ccccc2c1	7	13	-1.1
105	NS(=O)(=O)c1ccc2nc(NC(=O)Nc3ccccc3F)sc2c1	1	18	0.9
106	COC(=O)c1ccc(COc2ccc(Cl)cc2)o1	-8	-1	-2.6
107	CCC(Cc1ccccc1)NC(=O)C1CCC(CNc2c(N3CCCC3)c(=O)c2=O)CC1 (configuration not stated)	-17	2	-0.6
108	Cc1nc2ccccc2cc1OCc1ccccc1	7	27	-0.2
109	O=C(c1cccs1)N1CCN=C1SCc1ccc(F)cc1	-8	6	0.9
110	COC(=O)c1sccc1NC(=O)Nc1cccc(Cl)c1Cl	-30	31	-2.3
111	NC(=O)CSc1nnc(-c2cnccn2)n1Cc1ccco1	-30	7	0.9
